# Source: PubChem BioAssay (National Center for Advancing Translational Sciences (NCATS))
# MBNL1-CUG inh: qHTS Assay for Inhibitors of MBNL1-poly(CUG) RNA binding; Muscleblind-like protein 1 (Homo sapiens), Q9NR56; TR-FRET MBNL1-His/biotin-(CUG)12 binding, 665/545 ratio; Potency, µM (doses to about 57.5 µM), inactives show at the highest dose activity change, negative = inhibition, actives largely listed as inhibitors; hit rate 0.036% among 280,000; AID 2675, 2010; active = well fitted inhibition curve with a large enough effect in the signal ratio, with a control signal flat, not every such curve was filed as active; inconclusive = small, poorly fitted or top-dose-only effect, or effect the other way, or a change in a side signal; inactive = no such curve, though single readings can be large or run the other way; the % refers to the signal ratio; also: % is scaled to controls: 0 for no effect and ±100 for the full control effect
#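 Compounds (final 92 nM to 58 uM) are added to His-tagged MBNL1 and biotin-(CUG)12, then terbium anti-His antibody and streptavidin-XL665 (5 nM final). After 60 min at room temperature, the 665/545 nm ratio is read.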
# RORg inh: qHTS for inhibitors of ROR gamma transcriptional activity; Potency, µM (series often up to 53.6 µM), without a hit: top-dose activity change, negative = inhibition, most hits filed as inhibitors; Drosophila S2 Gal4-RORgamma UAS-luciferase reporter, 20 h; AID 2551, 2010; Nuclear receptor ROR-gamma (Mus musculus), P51450; hit rate 5.4% among 310,000; also: % is scaled to controls: 0 for no effect and ±100 for the full control effect; nearly all actives have a fitted effect of over 60% in size
# Target sequence (P51450 whole entry, looked up, the tested form may be a part): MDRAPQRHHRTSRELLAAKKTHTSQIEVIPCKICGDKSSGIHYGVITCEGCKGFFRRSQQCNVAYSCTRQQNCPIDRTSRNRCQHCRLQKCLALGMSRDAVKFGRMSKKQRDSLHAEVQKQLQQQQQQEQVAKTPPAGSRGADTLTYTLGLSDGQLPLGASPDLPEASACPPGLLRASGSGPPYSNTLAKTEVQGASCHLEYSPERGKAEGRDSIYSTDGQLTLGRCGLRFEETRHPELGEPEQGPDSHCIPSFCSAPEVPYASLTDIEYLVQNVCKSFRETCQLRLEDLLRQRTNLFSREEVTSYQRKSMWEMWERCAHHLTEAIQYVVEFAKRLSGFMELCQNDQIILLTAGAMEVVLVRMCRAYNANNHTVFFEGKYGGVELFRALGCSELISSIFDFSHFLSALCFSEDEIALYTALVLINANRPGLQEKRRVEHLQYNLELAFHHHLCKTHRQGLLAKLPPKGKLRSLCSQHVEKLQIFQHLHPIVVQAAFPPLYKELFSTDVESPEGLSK
#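 Using a luciferase readout, inhibitors were identified by reduced reporter activity in Drosophila cells coexpressing a copper-inducible Gal4–ROR gamma fusion and UAS-driven Photinus luciferase, incubated 20 hr after 700 uM copper sulfate.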
# p53 reactivation: qHTS assay for re-activators of p53 using a Luc reporter; H1299 p53-A138V BP100-luciferase reporter, luminescence, 24 h; Potency, µM (titrated, usually from 92.2 µM), for the others: at the top dose activity change, positive = activation, most hits filed as activators; hit rate 0.063% among 320,000; AID 504706, 2011; also: % of control where 0% means no effect; nearly all actives have a fitted effect of over 45% in size
#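 p53-null H1299 cells stably carrying temperature-sensitive p53-A138V and a BP100-luciferase reporter were pinned with compounds (4-point, 1:5 series) and held 24 hrs at 37 deg C. Luminescence was read 10 min after detection reagent.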
# VP16 counter: VP16 counterscreen qHTS for inhibitors of ROR gamma transcriptional activity | AID 2546, 2010 | Potency, µM (top dose mostly 53.6 µM), for the others: at the highest dose activity, negative = inhibition, hits mostly inhibitors | Drosophila S2 Gal4-VP16 UAS-luciferase, luminescence, 20 h | hit rate 3.5% among 310,000;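 also: Gal4-VP16 expression switched on by copper sulfate through the metallothionein promoter; % is scaled to controls: 0 for no effect and ±100 for the full control effect; nearly all actives have a fitted effect of over 50% in size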
# NPC1 prom act: qHTS Assay for NPC1 Promoter Activators; hit rate 2.4% among 320,000; AID 485313, 2010; Huh7 NPC1 promoter luciferase reporter, 24 h; Potency, µM (series often up to 9.22 µM), for inactives: at the highest dose activation, most hits filed as activators;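 also: % of control where 0% means no effect; nearly all actives have a fitted effect of over 60% in size; reporter is driven by a mutant NPC1 promoter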
#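 Huh7 reporter cells (NPC1 promoter driving luciferase) are dosed with compound for 24 h at 37 °C, 5% CO2; luciferase detection reagent is then added and luminescence measured after 10 min at ambient temperature.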
# CXXC DNA block: qHTS Fluorescence Polarization Assay for Inhibitors of MLL CXXC domain - DNA interaction. Histone-lysine N-methyltransferase 2A (Homo sapiens), Q03164. MLL-CXXC / FITC-HOXA9 DNA fluorescence polarization. Potency, µM (top dose mostly 115 µM), for inactives: at the top dose activity change, negative = inhibition, most hits filed as inhibitors. hit rate 0.037% among 290,000. AID 2662, 2010; active = well fitted inhibition curve with a large enough effect in the polarisation, with a control signal flat, not every such curve was filed as active; inconclusive = small, poorly fitted or top-dose-only effect, or effect the other way, or a change in a side signal; inactive = no such curve, though single readings can be large or run the other way; the % refers to the polarisation
#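 Fluorescence polarization: 7 uM MLL-CXXC (stock) preincubated 5 min with compounds, then 50 nM fluorescein-HOX-A9 DNA (stock) added; 30 min ambient. Buffer 50 mM Tris-HCl pH 7.5, 50 mM NaCl, 1 mM DTT, 0.05% BSA.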
# ELG1 genotox: qHTS screen for small molecules that induce genotoxicity in human embryonic kidney (HEK293T) cells expressing luciferase-tagged ELG1; HEK293T ELG1-luciferase reporter, luminescence, 16 h; Potency, µM (series often up to 46 µM), for inactives: at the highest dose activity change, positive = activation, usual class: activators; hit rate 1.3% among 330,000; AID 504466, 2011; also: % of control where 0% means no effect; nearly all actives have a fitted effect of over 60% in size
#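 Screening used a luciferase reporter fused to human ELG1 in HEK293T cells. Luminescence was read on a CCD plate imager after 16 hr exposure and 30 min ONE-Glo incubation.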
# Rab9 prom act: qHTS Assay for Rab9 Promoter Activators; AID 485297, 2010; Huh7 Rab9 promoter-luciferase reporter, luminescence, 24 h; hit rate 2.8% among 320,000; Potency, µM (highest dose often 9.22 µM), inactives show top-dose activation, negative = inhibition, actives largely listed as activators; also: % of control where 0% means no effect; nearly all actives have a fitted effect of over 60% in size
#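 Steps: seed 1500 Huh7 Rab9-luc cells per well, rest 2 h at 37 °C; add compound in DMSO; incubate 24 h; add luciferase reagent, 10 min ambient; read luminescence.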
# BRCA1 expr up: qHTS Assay to Identify Small Molecule Activators of BRCA1 Expression; MCF7-BRCA1-FFLuc reporter, luminescence, 48 h; response scale: scaled: vehicle 0%, 10 µM genistein 100%; hit rate 1.1% among 380,000; AID 624202, 2012; Potency, µM (series often up to 46.1 µM), without a hit: top-dose activation, most hits filed as activators; also: nearly all actives have a fitted effect of over 80% in size; some results filed as inactive show a strong effect at the top dose
#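 MCF7-BRCA1-FFLuc cells, 2000/well in phenol-red-free MEM, attached 2 h then treated 48 h at 37 C. Luciferase luminescence read 15 min after reagent; normalized to genistein maximum activation (10microM) and DMSO, concentration-response fitted.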
# uPA surface inh: qHTS for Inhibitors of Cell Surface uPA Generation; cell surface uPA generation assay, qHTS; Potency, µM (titrated, usually from 38.3 µM), without a hit: at the highest dose activity change, negative = inhibition, hits mostly inhibitors; hit rate 0.31% among 330,000; active = well fitted inhibition curve with a large enough effect; inconclusive = small, poorly fitted or top-dose-only effect; inactive = no such curve, though single readings can be large or run the other way; tested in mouse RAW 264.7 cells; also: % is scaled to controls: 0 for no effect and ±100 for the full control effect; nearly all actives have a fitted effect of over 55% in size
# FLuc modulator: qHTS profiling assay for firefly luciferase inhibitor/activator using purifed enzyme and Km concentrations of substrates (counterscreen for miR-21 project) | purified FLuc, Km substrates, luminescence inhibition | hit rate 6.9% among 360,000 | Luciferin 4-monooxygenase (Photinus pyralis), P08659 | Potency, µM (top dose mostly 57.5 µM), for the others: at the top dose activity change, negative = inhibition, usual class: inhibitors;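 also: plate controls were vehicle for no effect and reference inhibitor for full effect; nearly all actives have a fitted effect of over 55% in size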
# Target sequence (P08659 whole entry, looked up): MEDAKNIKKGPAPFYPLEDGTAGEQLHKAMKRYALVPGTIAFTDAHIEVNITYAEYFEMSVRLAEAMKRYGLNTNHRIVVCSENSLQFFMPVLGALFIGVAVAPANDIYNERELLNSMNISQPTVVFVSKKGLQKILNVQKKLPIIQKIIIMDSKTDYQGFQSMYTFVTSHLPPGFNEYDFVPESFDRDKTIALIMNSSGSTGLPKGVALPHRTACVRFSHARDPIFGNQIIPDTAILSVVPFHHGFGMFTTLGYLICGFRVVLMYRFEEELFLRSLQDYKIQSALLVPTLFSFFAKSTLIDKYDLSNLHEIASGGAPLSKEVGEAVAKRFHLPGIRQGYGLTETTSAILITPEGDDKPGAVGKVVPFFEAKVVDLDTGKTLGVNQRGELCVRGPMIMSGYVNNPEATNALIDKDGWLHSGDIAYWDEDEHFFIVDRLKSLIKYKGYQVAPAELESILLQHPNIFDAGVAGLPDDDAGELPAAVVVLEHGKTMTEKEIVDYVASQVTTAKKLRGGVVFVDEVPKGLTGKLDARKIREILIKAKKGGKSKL
#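 Purified P. pyralis luciferase, 10 nM final, with Km-level 10 uM D-luciferin and 10 uM ATP in 50 mM Tris acetate pH 7.5, 10 mM Mg acetate, 0.01% Tween-20, 0.05% BSA; 6-point qHTS titration about 60 µM downward; luminescence read.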
# * marks the source's active call; other numbers are inactive results; ? = inconclusive; / = not tested or not shown; & = joins results of further samples; [ ] = another dose, or the depositor's remark. Unless noted, calls follow the shape of the dose curve; as a rule, active = well fitted curve in the direction sought with a large enough effect; inconclusive = small, poorly fitted or top-dose-only effect, or another doubt; inactive = no such curve, though single readings can be large; an effect the other way counts as inactive or inconclusive. Potency is read from the fitted curve at half-maximal effect. These rows are one share of the data; rates above refer to the full screens.
SMILES,MBNL1-CUG inh,RORg inh,p53 reactivation,VP16 counter,NPC1 prom act,CXXC DNA block,ELG1 genotox,Rab9 prom act,BRCA1 expr up,uPA surface inh,FLuc modulator
CSc1nsc(SC)c1NC(=O)Nc1ccccc1C,/,-1%,-2%,9%,-8%,-3%,3%,-3%,25%,-3%,-2%
O=C(NCc1cccnc1)C1CCN(c2ccc(S(=O)(=O)N3CCOCC3)cc2Cl)CC1,-3%,?,-2%,?,-15%,-1%,-7%,-20%,-26%,-12%,-1%
COc1ccc(NC(=O)CCC(=O)N/N=C/c2ccc([N+](=O)[O-])s2)cc1,?,-44%,?,?,0%,20%,-1%,1%,-99%,-6%,-11%
O=C(COc1ccc(Cl)cc1Cl)NCc1ccncc1,1%,25%,-18%,0%,6%,-4%,-1%,-2%,-14%,2%,-9%
CSc1ccccc1NC(=O)c1ccc(Br)o1,1%,19%,17%,17%,12%,11%,12%,?,71%,-2%,?
O=C(O)c1ccc(NS(=O)(=O)c2cc(Cl)ccc2Cl)cc1,5%,17%,?,-1%,-5%,10%,3%,4%,1%,4%,5%
COc1cc(OC)cc(C(=O)NCC(=O)OCc2nc3ccccc3s2)c1,2%,-2%,28%,-15%,14%,5%,?,?,-4%,/,9.5µM*
CC(=O)NCCSC(=O)c1ccc(F)cc1,7%,22%,?,17%,2%,82%[activator],8%,-1%,10%,5%,-20%
O=C(Nc1cc(F)cc(F)c1)c1sc(Cl)nc1-c1ccccc1,?,-17%,7%,-21%,1%,10%,2%,-4%,0%,-1%,-2%
O=C(NCc1ccccc1)C1CCN(c2nc(-c3ccccc3)nc3c2CCC3)CC1,-2%,42%,-5%,0%,-2%,-4%,-27%,-1%,-36%,-8%,-3%
CCCNC(=O)[C@H]1N2C(=O)c3c(ccc(OC)c3OC)C2SC1(C)C (some centres not stated),3%,?,-1%,9%,2%,12%,-1%,-3%,-20%,6%,-1%
Cc1cc(NC(=O)CSc2nc3cc(Cl)ccc3c(=O)n2CC(C)C)no1,-5%,-11%,1%,0%,0%,-1%,0%,-2%,/,/,0%
COc1ccc(OCC(=O)N/N=C/c2cccn2-c2cccc(C(=O)O)c2)cc1,/,/,-5%,/,0%,/,-2%,-2%,-10%,-7%,13µM*
Cc1cccc(C)c1NC(=O)CN(C)C(=O)c1cccc(S(=O)(=O)N2CCN(C)CC2)c1,/,/,-3%,/,-7%,/,1%,-5%,-1%,4%,0%
Cc1nnc(NC(=O)CSc2nnc(CNC(=O)C34CC5CC(CC(C5)C3)C4)n2C2CCCCC2)s1,-6%,-9%,5%,-4%,0%,0%,-6%,-6%,-1%,-2%,2%
Cc1cccc(N2CCN(c3nnc(C(F)(F)F)s3)CC2)c1,4%,1%,-3%,-8%,-5%,0%,-1%,1%,-17%,-1%,0%
O=C(c1ccco1)N1CCN(C(c2ccc(Cl)cc2)c2nnnn2Cc2ccccc2)CC1 (configuration not stated),-6%,-25%,-13%,-25%,-5%,-1%,-4%,-8%,-38%,0%,3%
CCn1cc(CNC(=O)c2cc([N+](=O)[O-])c(C)c([N+](=O)[O-])c2)cn1,?,1%,-2%,-5%,1%,6%,-1%,1%,-10%,-1%,2%
CC[C@H](C)[C@@H](NC(=O)O[C@@H]1C(=O)c2cc(OC)ccc2O[C@H]1c1ccc(OC)c(Br)c1)C(=O)OC,-15%,7%&10%,3%,4%&21%,-2%,23%,1%,-3%,-39%,12%,3%
COc1ccc(S(=O)(=O)N2CCOCC2)cc1NC(=O)CSc1cc(C)ccc1C,/,/,-3%,/,0%,/,1%,-1%,-11%,-1%,2%
Cc1cccc(C(=O)N2CCc3ccccc3C2)c1[N+](=O)[O-],-2%,-2%,-4%,-1%,-4%,-6%,-4%,1%,0%,1%,-2%
CC1CC(C)CN(C(=O)c2ccc(S(=O)(=O)N3CCCCC3)cc2)C1 (configuration not stated),-7%,2%,-7%,4%,-1%,-8%,1%,0%,0%,4%,-2%
CCn1ccnc1CN1CCC(CO)(CCOc2ccccc2)CC1,7%,-29%,-2%,-3%,6%,-6%,-1%,-1%,-8%,-1%,-3%
COc1ccc(C(=O)Nc2ccc(Br)cc2F)cc1S(=O)(=O)N1CCCC1,/,/,-8%,/,-3%,/,-4%,0%,-24%,1%,-1%
CC(=O)c1c(C)[nH]c(C(=O)NCc2ccccn2)c1C,-8%,-21%,10%,18%,9%,-9%,?,26%,40%,0%,-12%

# Entries listed so far that contain a furan ring, fused or not:
SMILES,MBNL1-CUG inh,RORg inh,p53 reactivation,VP16 counter,NPC1 prom act,CXXC DNA block,ELG1 genotox,Rab9 prom act,BRCA1 expr up,uPA surface inh,FLuc modulator
CSc1ccccc1NC(=O)c1ccc(Br)o1,1%,19%,17%,17%,12%,11%,12%,?,71%,-2%,?
O=C(c1ccco1)N1CCN(C(c2ccc(Cl)cc2)c2nnnn2Cc2ccccc2)CC1 (configuration not stated),-6%,-25%,-13%,-25%,-5%,-1%,-4%,-8%,-38%,0%,3%

# Next records:
SMILES,MBNL1-CUG inh,RORg inh,p53 reactivation,VP16 counter,NPC1 prom act,CXXC DNA block,ELG1 genotox,Rab9 prom act,BRCA1 expr up,uPA surface inh,FLuc modulator
O=C(Nc1cccc(Cl)c1)OC1CCCCc2cccnc21 (configuration not stated),4%,?,-2%,-8%,-3%,5%,-4%,-4%,-38%,3%,0%
O=C(Nc1ccc(CN2CCCCC2)cc1)c1ccc2c(c1)OCO2,-8%,-1%,-17%,-2%,1%,11%,?,5%,42%,3%,?
COCCCNCCOc1ccccc1-c1ccccc1,-14%,-5%,-1%,-1%,0%,6%,-5%,1%,0%,-1%,2%
Cc1ccc2cc(C(c3nnnn3Cc3ccccc3)N3CCc4ccccc43)c(=O)[nH]c2c1 (configuration not stated),6%,0%,2%,2%,-1%,-6%,-9%,-5%,-29%,/,0%
CCOc1cccc(-c2nnc3n2N=C(c2cc(OC)ccc2OC)CS3)c1,-6%,?,6%,-8%,-32%[inhibitor],5%,-1%,-14%,-77%[inhibitor],2%,0%
Cc1cccc(CN2CCN(C(=S)Nc3ccccc3)CC2)c1,-1%,4µM*,-1%,?,-1%,-6%,-2%,-3%,-5%,?,0%
O=C(CCN1CCOCC1)Nc1cc(C(=O)Nc2ccc(Cl)cc2)ccc1N1CC2CC(C1)c1cccc(=O)n1C2 (configuration not stated),-1%,2%,-4%,11%,-4%,3%,3%,5%,-5%,4%,4%
COc1cccc2cc(C(=O)C3=C(O)C(=O)N(CCN4CCOCC4)C3c3ccc(C)o3)oc12 (configuration not stated),?,-15%,8%,-16%,-1%,16%,2%,0%,19%,-5%,4%
Cc1c(N2C(=O)CS/C2=N\N=C\c2ccccc2O)c(=O)n(-c2ccccc2)n1C,?,34%,-6%,9%,0%,5%,2%,-3%,5%,/,?
COc1ccc(-c2ccc(OC)cc2)cc1,-18%,-10%,?,-10%,10%,/,12%,7%,0%,1%,?
CC(CNC(=O)CN1C(=O)NC2(CCCCC2)C1=O)c1ccccc1 (configuration not stated),/,/,-6%,/,0%,/,0%,3%,-8%,8%,/

# RORg inh, entries above that show a hit.
Molecule	MBNL1-CUG inh	RORg inh	p53 reactivation	NPC1 prom act	CXXC DNA block	uPA surface inh
Cc1cccc(CN2CCN(C(=S)Nc3ccccc3)CC2)c1	-1%	4µM*	-1%	-1%	-6%	?
